HePTP inh: blocks human HePTP tyrosine phosphatase; actives 0.64% (n = 110,000); inhibition, % at 20 µM; P35236; recombinant HePTP phosphatase activity, OD absorbance; AID 521; in the data active means inhibition above about 50%;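 further: plate controls were vehicle for no effect and reference inhibitor for full effect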
BAP1 inh: inhibitors of human BAP1 deubiquitinase; Q92560; recombinant BAP1, Ub-AMC hydrolysis fluorescence kinetic; hits give low values; activity remaining (% of control), % at 20 µM; actives 0.48% (n = 72,000); AID 436;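 active means activity remaining at or below 50% of control, provided the compound also passes the data quality filters; inactive means the rest, including low values that fail the filters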;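 further: 100% = DMSO wells rate and 0% = substrate alone blank rate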
Target sequence (Q92560 whole entry, looked up): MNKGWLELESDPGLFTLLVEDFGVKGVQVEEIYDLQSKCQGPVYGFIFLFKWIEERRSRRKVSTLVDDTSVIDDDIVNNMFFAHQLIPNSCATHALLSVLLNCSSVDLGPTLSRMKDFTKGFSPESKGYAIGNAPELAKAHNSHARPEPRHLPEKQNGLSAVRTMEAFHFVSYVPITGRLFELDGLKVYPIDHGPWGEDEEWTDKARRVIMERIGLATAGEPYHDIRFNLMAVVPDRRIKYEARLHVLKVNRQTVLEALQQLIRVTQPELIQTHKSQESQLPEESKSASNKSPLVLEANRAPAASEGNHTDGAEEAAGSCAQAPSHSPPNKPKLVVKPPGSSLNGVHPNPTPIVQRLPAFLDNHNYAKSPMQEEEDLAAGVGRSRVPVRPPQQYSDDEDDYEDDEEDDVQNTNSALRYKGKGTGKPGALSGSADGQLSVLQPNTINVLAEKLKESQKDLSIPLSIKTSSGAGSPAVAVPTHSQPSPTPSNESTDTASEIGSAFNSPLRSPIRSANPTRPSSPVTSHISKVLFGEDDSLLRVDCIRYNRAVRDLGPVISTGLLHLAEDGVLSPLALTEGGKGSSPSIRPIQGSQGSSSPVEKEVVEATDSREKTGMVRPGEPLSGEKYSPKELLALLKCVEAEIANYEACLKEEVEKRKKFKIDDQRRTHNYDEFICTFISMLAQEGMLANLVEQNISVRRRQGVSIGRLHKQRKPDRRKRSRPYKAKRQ
Starred values were filed as active, the others as inactive; . = not tested or not shown; & = joins results of further samples.

SMILES | HePTP inh | BAP1 inh
Cc1ccc(CCNC(=O)NC(C)(C)C)cc1 | 10 | 85
CCCCCCOc1ccc(N2C(=O)CC(N3CCC(C)CC3)C2=O)cc1 (stereo not drawn) | -17 | .
O=C(CSc1nnc(-c2ccncc2)n1Cc1ccco1)OC1CCCCC1 | 6 | 129
NC(=O)C1(N2CCCCC2)CCN(c2ccc3nnc(-c4ccccc4)n3n2)CC1 | -1 | 108
CCOC(=O)c1[nH]c(CSc2nnnn2-c2ccccc2C)c(C(=O)OCC)c1C | 3 | 35*
O=C(CSc1nc2sc3c(c2c(=O)n1-c1ccccc1)CCC3)Nc1ccccc1[N+](=O)[O-] | 6 | .
COc1ccc(OC(=O)c2ccncc2)cc1 | 10 | 95
COC(=O)c1ccc(C2C(C(=O)OCC(C)C)=C(C)N=C3SCCC(=O)N32)cc1 (stereo not drawn) | 11 | 91
O=C(O)/C=C/c1ccc(S(=O)(=O)Nc2ccccn2)cc1 | -7 | .
CC(NC(=O)C(=O)Nc1ccc(F)cc1)c1ccccc1 (stereo not drawn) | 13 | .
CCC(C)NC(=O)CC1Oc2ccc(C)cc2NC1=O (stereo not drawn) | -6 | 100
COc1ccc(C2Nc3ccccc3NC3=C2C(=O)CC(C)(C)C3)cc1COc1ccc(F)cc1 (stereo not drawn) | 10 | .
O=C(COc1ccc2oc(-c3ccccc3)cc(=O)c2c1)NCc1ccco1 | 3 | .
CCOc1ccccc1CNS(=O)(=O)c1ccc2[nH]c(=O)sc2c1 | 3 | 102
COC(=O)c1c(NC(=O)c2ccc(OC)cc2)sc2c1CCC2 | -3 | .
O=S(=O)(Nc1ccc(O)c2ccccc12)c1cc(Cl)ccc1Cl | 0 | .
CCc1ccc2oc(=O)cc(CN3CCN(c4ccc(F)cc4)CC3)c2c1 | 3 | 113
Cn1c(=O)[nH]c(=O)c2c1nc(N1CCCCCC1)n2CCN1CCCCCC1 | 5 | 99
CCOc1ccc(-n2c(Cc3ccccc3)nnc2SCc2c(C)noc2C)cc1 | 3 | 113
CCCCCOC(=O)C1=C(C)NC2=C(C(=O)CC(C)(C)C2)C1c1ccc(O)c(OC)c1 (stereo not drawn) | . | 139
CCn1c2ccccc2c2cc(NC(=O)CSc3nnnn3-c3ccccc3)ccc21 | 5 | 70
COc1ccc(C2N(c3ccc(Cl)cc3)C(=O)C3CCCN32)cc1 (stereo not drawn) | -2 | 100
COc1ccc(OC)c(NC(=S)NC(NC(=O)c2ccc(Cl)cc2Cl)C(Cl)(Cl)Cl)c1 (stereo not drawn) | 8 | .
CN(C)c1ccnc2sc(C(=O)NCc3ccccc3)c(N)c12 | 4 | 83
c1ccc(-c2cc(-c3nn4c(-c5ccco5)nnc4s3)c3ccccc3n2)cc1 | 15 | 20*

One compound at a time, as listed above. Order of screens: HePTP inh | BAP1 inh
CCOc1ccccc1CNS(=O)(=O)c1ccc2[nH]c(=O)sc2c1 as listed: 3 | 102
CCOc1ccc(-n2c(Cc3ccccc3)nnc2SCc2c(C)noc2C)cc1 as listed: 3 | 113
COC(=O)c1c(NC(=O)c2ccc(OC)cc2)sc2c1CCC2 as listed: -3 | .

(more compounds)
SMILES | HePTP inh | BAP1 inh
O=C1/C(=C\c2ccsc2)SC(=S)N1c1cccc(C(F)(F)F)c1 | 8 | .
O=C(C1CC1)N1CCN=C1SCc1ccccc1 | -3 | 93
O=C(Nc1cccc(O)c1)c1cc(S(=O)(=O)N2CCCC2)ccc1Cl | 3 | 105
O=C(Cc1cccs1)NCc1cn2ccccc2n1 | 0 | 97
CC(=O)c1cc(CN2C(=O)CCC2=O)cs1 | 3 | 100
CCCC(=O)Nc1nc2ccc(Cl)cc2s1 | -13 | .
Cc1cccc(N2C(=O)/C(=C/c3ccc(Br)cc3)SC2=S)c1C | 8 | .
O=S(=O)(NCc1cccnc1)c1ccc(Cl)cc1 | 2 | .
COc1cc(OC)cc(-n2nnnc2SCC(=O)N2CCCc3ccccc32)c1 | 9 | 89
OC(CN(c1ccccc1)c1ccccc1)Cn1cnc2ccccc21 (stereo not drawn) | 5 | 94
Cc1cc(=O)n2[nH]cnc2n1 | 6 | 100
O=c1c(-c2ccccc2)[n+]([O-])c2ccccc2n1O | 8&-8 | 92
COC(=O)CSc1nc(N)c2c3c(sc2n1)CCCC3 | 1 | 84
CCOC(=O)N1CCC(NC(=O)Cn2ncc3ccccc32)CC1 | -2 | 100
CC1CCc2c(sc(NC(=O)c3noc4c3CCCC4)c2C(N)=O)C1 (stereo not drawn) | -8 | 131
O=C(Nc1ccccc1F)N(CCCN1CCOCC1)Cc1cc2cc3c(cc2[nH]c1=O)OCCO3 | 6 | .
Cc1ccc2c(c1)nnn2C1CCN(C(=O)NC23CC4CC(CC(C4)C2)C3)CC1 | 5 | 95
COC(=O)c1[nH]c2cccc(Cl)c2c1NC(=O)CN1CCCCC1C (stereo not drawn) | -8 | 51
COC(=O)CSc1nnc(CNC(=O)Cc2ccccc2)n1C | 3 | 97
COc1ccccc1NC(=O)CSc1nnc(C)n1CCc1ccccc1 | 8 | 107
Cc1ccc(S(=O)(=O)N2CCCCC2)cc1C(=O)Nc1ccc2cn[nH]c2c1 | -3 | 90
CCCC(=O)C1=C(O)C(C(=O)OC)C(C)(C)CC1=NC(C)CC (stereo not drawn) | -4 | .
Fc1ccc(-c2cc3nc4c(c(N5CCOCC5)n3n2)CCCC4)cc1 | 7 | 95
Cc1cc(Cl)ccc1NC(=O)COc1ccc(Br)cc1 | 7 | .
CC(=O)c1cccc(N2C(=O)C3C4c5ccccc5C(C(C)=O)(c5ccccc54)C3C2=O)c1 (stereo not drawn) | -5 | .

Further records follow:
SMILES | HePTP inh | BAP1 inh
CCOC(=O)c1c(NC(=O)CN2C(=O)c3cccc4cccc(c34)C2=O)sc2c1CCCC2 | -7 | .
O=S(=O)(c1ccc(F)cc1)N1CCN(c2ncnc3c2cnn3-c2ccccc2)CC1 | 2 | 108
CCOC(=O)c1sc(NC(=O)C2CCCC2)c(C(=O)OCC)c1C | -9 | .
CCOC(=O)C1(C(F)(F)F)N=C(c2cccnc2)OC(N2CCOCC2)=N1 (stereo not drawn) | -4 | 109
O=C1NC(=S)N(c2ccc(Cl)cc2)C(=O)C1=Cc1ccsc1 | 2 | .
COc1cc2nc(-c3ccc([N+](=O)[O-])c(C)c3)oc(=O)c2cc1OC | -5 | .
COc1ccc(-n2c(SCC(=O)N3CCCC3)nc3c([nH]c4ccccc43)c2=O)cc1 | -2 | 65
CC/C(=C(\c1ccccc1)c1ccc(OCCN(C)C)cc1)c1ccccc1 | . | 70
CCOc1ccc(/C=C2/C(=O)NN(c3ccccc3)C2=O)cc1 | -13 | .
COc1ccc(C)cc1NC(=O)CSc1nnc(COc2ccc(C)cc2)n1Cc1ccco1 | -6 | 81
CC(C)(C)n1ncc2c(=O)n(CC(=O)c3ccccc3)cnc21 | 14 | 90
COc1cccc2c1OC1(C)CC2/C(=C(\C)O)C(=O)N1 (stereo not drawn) | 7 | 105
CCc1nc(-c2ccccc2)nc(-c2ccccc2)c1C | 8 | .
O=C1Nc2ccccc2OC1CC(=O)N1CCN(c2cccc(C(F)(F)F)c2)CC1 (stereo not drawn) | -1 | 76
O=C1c2ccccc2-c2c1c(-c1cccc(O)c1)nc1ccc3ccccc3c21 | . | 91
O=C1NC(=Nc2ccc(F)cc2)S/C1=C\c1cccs1 | 7 | .
Cc1cc(=O)n(CCC(=O)O)c2ccccc12 | 1 | 103
COc1cccc(NC(=O)/C(=C/c2ccc(C)o2)NC(=O)c2ccccc2)c1 | 2 | .
O=C(Nc1ccc(-c2nnc(-c3ccccc3)o2)cc1)C1CCCO1 (stereo not drawn) | 8 | 113
COC(=O)CSc1nnnn1-c1cccc2ccccc12 | 6 | 81
N#Cc1c(NC(=O)CCN2C(=O)c3ccccc3C2=O)oc(-c2ccccc2)c1-c1ccccc1 | 6 | 39*
C[N+]1(CCN2C(=O)C3CC=C(Cl)CC3C2=O)CCOCC1 (stereo not drawn) | -2 | 91
CCS(=O)(=O)NCc1csc(C)n1 | 10 | 104
O=C(c1ccc(F)cc1)N1CCN(C2CCC(c3ccccc3)CC2)CC1 (stereo not drawn) | 8 | .
COCCNC(=O)c1ccc2c(c1)nc(C)n2-c1cc(OC)c(OC)c(OC)c1 | . | 97

(listing goes on)
SMILES | HePTP inh | BAP1 inh
O=[N+]([O-])c1ccc(C2Nc3ccc(Br)cc3C3C=CCC32)cc1 (stereo not drawn) | 0 | .
COc1cccc(NC(=O)CN2C(=O)C3(OCCCO3)c3ccccc32)c1 | 5 | 80
COc1cc(NC(=O)C(F)(F)F)cc(OC)c1 | 1 | 88
CC(=O)Nc1ccc(NC(=O)c2ccc(C)cc2)cc1 | -4 | .
O=C(NC1CCCc2ccccc21)C1CCN(c2c(N3CCCC3)c(=O)c2=O)CC1 (stereo not drawn) | 6 | 94
Cc1ccc(C(=O)NCc2ccccc2)o1 | 3 | .
C=CCn1c(=O)/c(=C\c2ccsc2)s/c1=C(/C#N)C(=O)NCCN1CCOCC1 | -6 | 87
O=C1c2ccc3c4c(ccc(c24)C(=O)N1c1ccccc1O)C(=O)N(c1ccccc1O)C3=O | -3 | .
COc1ccc(/C=C2\C(=O)N(c3ccc(F)cc3)N=C2C)c(OC)c1 | 6 | .
Cc1ccc(S(=O)(=O)N(Cc2ccccc2)c2ccccc2C(=O)NCC(C)C)cc1 | -10 | .
CCOC(=O)c1c(C(C#N)C#N)cc(C)nc1C | 2 | .
O=C(Nc1ccc(S(=O)(=O)N2CCCCC2)cc1)c1ccco1 | 9 | .
CCn1cc(Br)c(C(=O)N(C)Cc2ccccc2)n1 | -15 | 64
CC(=O)CCc1oc2ccc(C)cc2c1-c1ccccc1 | -10 | .
O=c1[nH]c(=O)n([C@H]2C[C@H](O)[C@@H](CO)O2)cc1F | 2 | 155
O=C(Nc1ccc(O)c(-c2nc3ccccc3s2)c1)c1ccccc1Oc1ccccc1 | . | 53
COc1cc(C(=O)NCc2ccc(-c3nc4ccccc4o3)cc2)cc(OC)c1OC | 0 | .
COc1cccc(C2Sc3ccccc3NC3=C2C(=O)c2ccccc23)c1 (stereo not drawn) | 6 | .
COC(=O)c1cc(C(=O)N2CCc3ccccc3C2)cc([N+](=O)[O-])c1 | 8 | .
Cc1[nH]c2ccc(Br)cc2c(=O)c1CN1CCCCC1 | -7 | 92
CC(=O)NCCC(Cc1ccccc1)c1ccco1 (stereo not drawn) | 8 | .
CCOc1ccc(C(=O)Nc2ccncc2)cc1 | -3&-1 | 88
Cc1ccc(-n2nnnc2SCc2nnc(-c3ccccc3Br)o2)c(C)c1 | 8 | .
CC(=O)c1cc2c(cc1NC(=O)CN1CCN(c3ccc(F)cc3)CC1)OCO2 | 0 | 127
COc1ccc(CN2C(=O)C3C(c4ccccc4)OC4(C(=O)c5ccccc5C4=O)C3C2=O)cc1 (stereo not drawn) | . | 56

Following part:
SMILES | HePTP inh | BAP1 inh
CCOc1ccccc1-n1c(SCC(N)=O)nnc1-c1cccnc1 | 9 | 104
CCOC(=O)N1CCN(C(c2ccc(C(C)C)cc2)c2sc3nc(C)nn3c2O)CC1 (stereo not drawn) | 2 | 93
Cc1ccc2c(c1)-c1c(ssc1=S)C(C)(C)N2C(=O)CSc1nc2ccccc2o1 | 7 | .
O=C(O)c1ccc(NC(=O)C2CCCCC2)cc1 | -5 | 70
CCN(CC)CCOC(=O)c1ccc(NC(=O)CCN2C(=O)S/C(=C\c3ccc(OC)cc3)C2=O)cc1 | 4 | .
O=C(C1CC(c2ccc(F)cc2)=NO1)N1CCc2ccccc2C1 (stereo not drawn) | 12 | 108
Cc1nc2ccc(S(=O)(=O)NCC(=O)NCCN3CCCCC3C)cc2s1 (stereo not drawn) | 0 | 93
Cc1cccc(-c2cc(NC(=O)c3ccc(Cl)cc3Cl)n[nH]2)c1 | -4 | .
Cc1c(OCC(=O)c2ccccc2)ccc2c3c(c(=O)oc12)CCCC3 | -1 | .
COc1cc(/C=C2\N=C(c3ccccc3Cl)OC2=O)ccc1OC(=O)c1ccccc1Cl | 11 | .
COCC(=O)NC1CCN(C(=O)Nc2ccc(Br)cc2)CC1 | 6 | 104
CC(C)n1ncc(C(N)=O)c1N | 7 | 116
CCOc1ccc(-c2nnc(NC(=O)CSCc3ccccc3)s2)cc1 | 7 | .
CC1CCN(c2nc(-c3ccco3)c3c(c2C#N)CC(C)(C)OC3)CC1 | -7 | 54
CCc1nnc(NC(=O)CSc2nnc(-c3ccco3)n2C)s1 | 4 | 97
O=C(/C=C/c1ccc(F)cc1)Nc1cccc(Cl)c1Cl | 5 | .
COc1cc(NC(=O)c2ccc3c(c2)C(=O)N(c2ccccc2OC)C3=O)c(C(=O)O)cc1OC | 0 | .
O=C(O)c1ccccc1NCc1ccncc1 | 6 | .
Cn1cccc1C1(C(F)(F)F)NCCNC1=O (stereo not drawn) | 0 | 99

Quoted at random: 7 compounds from above.
SMILES | HePTP inh | BAP1 inh
Cc1nc2ccc(S(=O)(=O)NCC(=O)NCCN3CCCCC3C)cc2s1 (stereo not drawn) | 0 | 93
COCC(=O)NC1CCN(C(=O)Nc2ccc(Br)cc2)CC1 | 6 | 104
CCOc1ccc(-c2nnc(NC(=O)CSCc3ccccc3)s2)cc1 | 7 | .
Cn1cccc1C1(C(F)(F)F)NCCNC1=O (stereo not drawn) | 0 | 99
CC(C)n1ncc(C(N)=O)c1N | 7 | 116
O=C(O)c1ccccc1NCc1ccncc1 | 6 | .
Cc1cccc(-c2cc(NC(=O)c3ccc(Cl)cc3Cl)n[nH]2)c1 | -4 | .

Source: PubChem
